Bioassay records deposited in PubChem BioAssay by several laboratories.
PDI inh: inhibitors of human PDI, primary screen, biochemical, turbidity, single point, plate reader | PDI insulin aggregation turbidity, A650, 90 min | 350,000 compounds, 0.052% hits | AID 588391, 2011 | Protein disulfide-isomerase (Homo sapiens), P07237 | inhibition, % at 10 µM;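 active = mean inhibition across replicates of 30% or more, whatever share of single replicates reach that level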;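 note: absorbance from insulin aggregation driven by PDI reduction with DTT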
Vif inh: HIV Vif self-association inhibitors, primary screen, imaging, HEK293T, single point; HEK293T cells, Vif self-association by quenched fluorescence, 24 h; inhibition, % at 7.49 µM; 340,000 compounds, 0.35% hits; in the data active = inhibition above about 50%, passing the limit was not always enough; note: some results filed as inactive read as strong as hits
m5-HT2A agonist: mouse Htr2a agonists via beta-arrestin recruitment, primary screen, cell-based, luminescence. CHO-K1 mHTR2A beta-arrestin complementation; percent of 30 µM serotonin response. 5-hydroxytryptamine receptor 2A (Mus musculus), P35363. 360,000 compounds, 0.66% hits. activation, % at 7.6 µM;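 active = activation above a run cutoff, the mean activation of all tested compounds plus 3 SD, cut at about 14% in these data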;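 note: 0% = plate median of compound wells and 100% = 30 µM serotonin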
Target sequence (P35363 whole entry, looked up): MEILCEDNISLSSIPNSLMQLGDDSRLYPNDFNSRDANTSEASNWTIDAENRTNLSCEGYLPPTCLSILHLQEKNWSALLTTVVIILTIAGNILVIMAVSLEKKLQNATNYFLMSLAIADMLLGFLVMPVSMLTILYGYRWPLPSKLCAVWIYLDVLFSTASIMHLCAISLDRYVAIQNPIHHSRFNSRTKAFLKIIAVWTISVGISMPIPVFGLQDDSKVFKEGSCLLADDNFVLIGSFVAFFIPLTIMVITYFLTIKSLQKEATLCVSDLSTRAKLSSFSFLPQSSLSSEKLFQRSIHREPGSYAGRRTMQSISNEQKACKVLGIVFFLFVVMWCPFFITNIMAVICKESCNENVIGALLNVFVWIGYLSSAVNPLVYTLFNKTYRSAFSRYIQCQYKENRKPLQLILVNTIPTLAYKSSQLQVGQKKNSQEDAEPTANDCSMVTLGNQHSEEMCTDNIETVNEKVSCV
ABCB6 inh 2: ABCB6 transporter inhibitors, primary screen, K562-ABCB6 cells, flow cytometry, MLPCN library | ATP-binding cassette sub-family B member 6 (Homo sapiens), Q9NP58 | K562-ABCB6 porphyrin accumulation, 1 h; hits give low values | fluorescence ratio to DMSO, % at 10 µM | 360,000 compounds, 0.19% hits | AID 602162, 2011;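 active = fluorescence ratio to DMSO below 75%, the collection mean minus 3 SD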;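 note: signal is porphyrin accumulated inside mitochondria; 100% equals median channel fluorescence of DMSO control wells; lower ratio means ABCB6 inhibition with less porphyrin fluorescence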
H9c2 protect: cardioprotection against H2O2-induced cell death, primary screen, uHTS, H9c2 cells, ATPLite luminescence. 360,000 compounds, 0.63% hits. H9c2 cardiomyocytes, H2O2 injury protection, 2 h. protection from H2O2 cell death, % at 20 µM;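 active = compounds giving at least 50% protection of heart cells from peroxide-induced death in the single-dose screen, raw or plate-pattern-corrected value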;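 note: 0% = DMSO wells with peroxide and 100% = DMSO wells without peroxide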
MC4R barr agon: MC4R agonists recruiting beta-arrestin, primary screen, cell-based, luminescence, agonist arm of biased-ligand search | Melanocortin receptor 4 (Homo sapiens), P32245 | U2OS MC4R beta-arrestin complementation; percent of melanotan II response, DMSO zero | activation, % at 8.9 µM | 360,000 compounds, 0.98% hits | AID 540308, 2011;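 active = activation above a per-plate cutoff, the mean activation of sample wells on that plate plus 3 SD, cut at about 8% in these data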
Target sequence (P32245 whole entry, looked up): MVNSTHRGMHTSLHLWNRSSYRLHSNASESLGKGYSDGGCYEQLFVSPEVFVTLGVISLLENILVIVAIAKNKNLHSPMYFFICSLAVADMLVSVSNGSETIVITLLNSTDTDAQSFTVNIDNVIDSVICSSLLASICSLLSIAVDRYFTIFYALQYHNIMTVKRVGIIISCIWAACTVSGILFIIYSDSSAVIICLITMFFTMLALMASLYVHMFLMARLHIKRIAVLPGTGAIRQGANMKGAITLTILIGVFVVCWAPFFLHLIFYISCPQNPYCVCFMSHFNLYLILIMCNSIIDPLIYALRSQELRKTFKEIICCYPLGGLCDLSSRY
N-glyco inh: increase of ERlucT glycosylation luciferase signal, primary screen, N-linked glycosylation inhibitor project, D54 ERlucT cells, luminescence, set 2; reporter increase, % at 12.5 µM; AID 588692, 2011; 360,000 compounds, 0.23% hits; D54 ERlucT glycosylation luciferase reporter, 24 h; percent of 100 nM tunicamycin response;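 active = mean luciferase reporter signal, scaled so untreated is 0 and the glycosylation-blocking control 100, at or above a set limit in every replicate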;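 note: luciferase carries N-glycosylation sites so blocking glycosylation raises the light; 0% = median of neutral control wells and 100% = median of 100 nM tunicamycin wells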
aDG glyco up: activators of alpha-DG glycosylation, primary screen, uHTS, Pro5-aDG cells, AlphaScreen. alpha-DG glycosylation AlphaScreen (IIH6); 0% Pro5, 100% B10-LARGE cell signal. activation, % at 10 µM. 360,000 compounds, 0.22% hits;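 active = activation of at least 8% versus controls, or a plate z-score of at least 8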;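 note: Pro5 are CHO cells carrying HIG-tagged alpha-DG that lacks glycosylation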
CaV13 ICDI inh: Disruptors of the CACNA1D IQ motif to Ca2+-dependent inactivation inhibitor domain association, primary screening, Förster resonance energy transfer in intact living … | HEK cells, CFP/YFP FRET ICDI-IQ, plate reader, 10 min; percent FRET-ratio fall versus neutral wells | inhibition, % at 12.3 µM | 340,000 compounds, 0.098% hits;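 active = mean replicate inhibition of at least 30% and at least 1% of replicates passing that level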;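 note: 0% = median of the neutral control wells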
MC4R antag cAMP: MC4R antagonists of cAMP signaling, primary screen, cell-based, TR-FRET, antagonist arm of biased-ligand search. Melanocortin receptor 4 (Homo sapiens), P32245. MC4R-expressing cells, MTII-stimulated cAMP, LANCE TR-FRET. inhibition, % at 6.5 µM. 360,000 compounds, 0.48% hits;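 active = inhibition above its plate's cutoff, the mean of tested wells on that plate plus 3 SD, cut at about 29% in these data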;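 note: 0% = Melanotan II alone and 100% = Melanotan II plus saturating MCL0020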
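Assay system: U2OS-MC4R stable cell line; Also added: Melanotan II; Technique: Eu-cAMP/anti-cAMP TR-FRET, emission 671 nm; Times: 30-min compound, 1-h challenge, 1-h detection, room temperature.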
* hit, by the source's call; . = not tested or not shown; & = joins results of further samples. An excerpt; rates above refer to the full screens.

SMILES	PDI inh	Vif inh	m5-HT2A agonist	ABCB6 inh 2	H9c2 protect	MC4R barr agon	N-glyco inh	aDG glyco up	CaV13 ICDI inh	MC4R antag cAMP
CC(C)CN(CC(C)C)c1ccc(C=C2C(=O)NC(=S)NC2=O)cc1[N+](=O)[O-]	-3	-4	-3	99	-9	1.8	3	0.0	-6	1
COc1cccc(-n2c(C)nc3ccccc3c2=O)c1	11	.	-5	98	-1	-0.7	1	0.1	-4	13
O=c1c2ccccc2nc(/C=C/c2ccccc2)n1-c1ccc(O)cc1	16	-2	2	94	14	7.5	2	0.1	-5	11
CCC(=O)Nc1ccc(N2CCN(CC)CC2)c(Cl)c1	-1	14	0	99	2	-0.9	2	-0.3	-5	20
CC(=O)NCC1=C(c2ccc3ccccc3c2)C[C@@H]2CC[C@H]1N2Cc1ccco1	-8	0	-3	99	4	1.8	0	-0.3	-7	11
O=C(C1CC(c2ccccc2O)=NO1)N1CCC2(CC1)OCCO2 (centres undefined)	0	0	5	96	4	-0.4	-8	-0.1	-9	17
O=P(Oc1ccc(Cl)cc1)(N1CC1)N1CC1	-1	8	-3	97	-3	-1.5	1	0.1	-5	4
O=c1[nH]c(=O)n(C2CCCCCC2)c(O)c1C=NCC1CCCO1 (centres undefined)	4	14	-1	100	-6	0.9	0	-0.3	-5	9
NP(=O)(OCC(F)(F)F)Oc1cccc2ccccc12 (centres undefined)	-13	-8	2	105	-9	1.0	-1	-0.1	-4	4
CC(=O)N1CCN(CC(=O)Nc2ccc(C#N)c(Cl)c2)CC1	1	-1	1	103	-1	-2.4	2	2.0	5	0
Cc1ccc(NP(=O)(Oc2ccccc2)Oc2ccccc2)cc1	1	-2	5	105	0	-0.2	4	0.3	-2	12
CC(=O)CC(c1ccc2c(c1)OCO2)c1c(O)c2ccccc2oc1=O (centres undefined)	7	0	0	92	-3	-0.6	0	-0.1	-6	8
COC(=O)C1=C(c2ccc(F)cc2OCc2ccccc2)C[C@@H]2CC[C@H]1N2C(=O)NCc1ccc([N+](=O)[O-])cc1	-2	-4	-10	96	0	-0.2	-9	0.5	-10	4
CS(=O)(=O)c1ccc(C(=O)N2CCC(C(=O)O)(c3ccccc3)CC2)cc1	4	10	-3	94	0	-1.7	1	-0.2	-3	7
CN(C)P(=O)(N(C)C)N1CC1	2	-6	1	104	8	-0.7	1	0.3	-19	0
COC(=O)CSC1=NP(=S)(SCC(=O)OC)N2CCCC2=C1C#N (centres undefined)	-2	.	0	112	-12	-1.0	4	0.1	.	18
Cc1ccc(N)c(N)c1	.	10	-6	98	3	-2.2	-9	0.0	.	-4
CC[N+]12CCC(CC1)C(C(O)(c1ccccc1)c1ccccc1)C2 (centres undefined)	-5	-14	-5	96	4	0.1	6	-0.1	-2	3
CCCCCCn1c(=O)c(C(=O)Nc2cccc(C)n2)c(O)c2ccccc21	-4	-1	-2	102	-4	-0.2	1	0.0	.	9
CN1C(=O)C(=Cc2ccccc2OCCOc2ccc([N+](=O)[O-])cc2)C(=O)N(C)C1=O	7	4	-5	103	18	-2.4	4	0.2	-6	1
CCCC(C)(COC(N)=O)COC(=O)NC(C)C (centres undefined)	8	-1	3	97	-2	-1.3	0	-0.3	-5	5
CCOC(=O)C1=C(N)Oc2cc(C)oc(=O)c2C12C(=O)N1c3c(cccc32)C(C)CC1(C)C (centres undefined)	1	-1	3	102	-1	2.3	0	-0.3	-7	6
O=C1NC(=O)C(Sc2ccccc2[N+](=O)[O-])C(=O)N1	3	-13	-1	96	1	-2.9	2	0.0	-3	14
O=C1NC(=O)C(=Cc2ccc(N3CCN(C(=O)c4ccccc4)CC3)c([N+](=O)[O-])c2)C(=O)N1	-5	8	1	103	3	1.9	2	1.3	-1	12
CCCC(C)C1(CC)C(=O)NC(=Nc2ccccc2OC)NC1=O (centres undefined)	3	3	-5	94	1	1.2	-1	0.3	-8	12

Later entries
SMILES	PDI inh	Vif inh	m5-HT2A agonist	ABCB6 inh 2	H9c2 protect	MC4R barr agon	N-glyco inh	aDG glyco up	CaV13 ICDI inh	MC4R antag cAMP
CN1CC(C(=O)c2ccc(F)cc2)C(c2ccc(F)cc2)C1 (centres undefined)	7	-6	-7	99	2	-1.8	-2	-0.1	-7	3
Cc1ccc(C(=O)O)cc1N=Nc1c(O)[nH]c(=O)[nH]c1=O	4	0	1	101	0	1.6	0	-0.3	-7	-8
BrCC1C[n+]2c(SCc3ccccc3)nc3sc4c(c3c2O1)CCCC4 (centres undefined)	5	-1	-5	104	-4	-1.2	3	-0.1	-2	1
CC(=Nc1ccc2c(c1)CCC2)c1c(O)n(-c2ccccc2)c(=O)[nH]c1=O	7	-2	6	97	-2	-0.5	-2	0.0	0	14
CCC(=NCc1ccco1)c1c(O)n(C2CCCCC2)c(=O)[nH]c1=O	-3	-10	5	96	-4	0.1	-2	0.4	.	4
Cc1ccc(/C=C2\C(=O)NC(=O)N(CCc3ccc(F)cc3)C2=O)o1	7	11	0	107	0	1.2	8	-0.2	5	-6
CC1=CC(=O)C2=C(C)CC(O)C3C(C)C(=O)OC3C12 (centres undefined)	-9	.	2	106	1	-2.1	0	-0.1	.	-7
O=P(O)(O)COc1ccccc1O	8	12	-3	107	-1	-0.8	0	0.4	-10	4
CCOC(=O)[C@]12Cc3cc(C)ccc3[C@H]1N(C1CCCCC1)C(=O)c1cc(OC)ccc12	.	.	3	93	.	.	.	-0.3	-5	.
CN(C(=O)Oc1ccc(C(=O)c2ccc(Cl)cc2)cc1)c1ccccc1	13	-4	-2	103	-5	3.3	-3	0.2	-6	12
OCCOCCO	.	11	5	102	-1	-1.1	0	0.3	.	3
CC(=O)/C=C/c1ccccc1	.	2	2	103	-2	-0.7	-1	0.1	.	7
O=C(CCC(=O)N1CCC2(CC1)OCCO2)Nc1nnc(C2CCCCC2)s1	1	-9	0	84	7	-0.6	1	0.1	-5	2
CCN1C(=O)NC(=O)/C(=C\c2cn(CC(=O)N3CCCCC3C)c3ccccc23)C1=O (centres undefined)	-5	-1	7	100	18	0.3	10	-0.3	.	8
O=C(Cn1ncc2c3ccccc3n(Cc3ccccc3F)c2c1=O)N1CCC2(CC1)OCCO2	-1	8	-6	95	29	-0.4	3	0.0	-5	1
O=C1C2CCCN2C(c2cccs2)N1c1ccccn1 (centres undefined)	-6	-2	0	98	7	-1.5	1	-0.1	-4	-5
Cc1nn(CCC#N)c2c1P(=S)(N1CCCC1)OC(c1ccc(F)cc1)=N2 (centres undefined)	-1	4	2	96	10	1.4	0	0.0	.	14
Cc1cccc(C)c1NC1=NCCCS1	-2	-1	8	103	18	0.9	-1	0.3	-4	2
COC(=O)C1=C(c2ccc(F)cc2OCc2ccccc2)C[C@@H]2CC[C@H]1N2C(=O)NCc1ccccc1Br	-5	-2	-3	101	-3	-0.1	-7	0.7	-4	19
COc1ccc(C(c2nnnn2-c2c(C)cccc2C)N2CCC3(CC2)C(=O)NCN3c2ccccc2)cc1 (centres undefined)	.	-8	-4	92	6	.	-3	-0.1	-5	.
c1cc2c(cc1NC1=NCCO1)CCCC2	2	-11	10	95	0	-0.5	10	0.0	-9	4
COc1ccc(-n2c(O)c(C=NCCCn3ccnc3)c(=O)[nH]c2=O)cc1	-1	-3	4	94	-2	-1.6	1	0.0	.	-5
C[N+]1(C)[C@@H]2CC(OC(=O)[C@H](CO)c3ccccc3)C[C@H]1[C@@H]1O[C@@H]12 (some centres undefined)	5&0	-2&7	0&-1	101&97	25&7	-0.8&-0.1	0&-1	0.1&0.1	-5&-5	8&4
COc1ccc(CN2CCCC(C(=O)c3ccc(Cl)cc3)C2)c(O)c1 (centres undefined)	-7	-2	3	98	-5	0.5	-5	0.0	-5	4
O=C(COc1ccccc1)N1CCN(CCN2C(=O)c3cccc4cccc(c34)C2=O)CC1	-5	0	-1	99	27	-0.6	5	0.1	8	3

A few values from the results shown:
`c1cc2c(cc1NC1=NCCO1)CCCC2` – H9c2 protect = 0
`O=C(Cn1ncc2c3ccccc3n(Cc3ccccc3F)c2c1=O)N1CCC2(CC1)OCCO2` – Vif inh = 8

(list continues)
SMILES	PDI inh	Vif inh	m5-HT2A agonist	ABCB6 inh 2	H9c2 protect	MC4R barr agon	N-glyco inh	aDG glyco up	CaV13 ICDI inh	MC4R antag cAMP
COc1cc2c(cc1OC)C(C(=O)N(C)C1CCCCC1)C1CCCCN1C2=O (centres undefined)	-5	-10	-2	97	9	-1.4	3	0.0	-2	12
CCN1C(=O)NC(=O)/C(=C\c2cn(CC(=O)N3CCCCC3)c3ccccc23)C1=O	-1	11	-5	98	2	1.0	3	-0.1	-9	5
Cc1cccc(NC(=O)CSc2nnc([C@@H](N)Cc3c[nH]c4ccccc34)o2)c1C	5	-7	-3	108	-5	8.1	0	-0.4	-5	9
C=CC[N+]1(C)CC[C@]23c4c5ccc(O)c4O[C@H]2C(=O)CC[C@@]3(O)[C@H]1C5 (some centres undefined)	9	-3	3	104	-4	-0.9	2	0.0	-5	7
CC(c1ccccc1)n1cncc1C(=O)N1CCCC1=O (centres undefined)	-10	0	0	101	-1	-0.7	0	-0.1	-9	-1
Cc1ccccc1N1CCN(C2CCCN(C(=O)COc3ccccc3)C2)CC1 (centres undefined)	-1	-2	-9	94	1	-2.3	-2	4.9	-6	11
CC(C)CNC(=O)c1c(N)n(Cc2ccc3c(c2)OCO3)c2nc3ccccc3nc12	3	1	-6	102	-3	11*	-2	2.4	-3	-3
O=C(N/N=C/c1c(O)n(-c2ccccc2)c(=S)[nH]c1=O)c1ccccc1	-8	-2	2	96	0	-2.6	3	-0.3	-4	-9
O=c1c2ccccc2nc(/C=C\c2ccccc2[N+](=O)[O-])n1-c1ccccc1O	3	-3	-5	96	21	-1.3	-3	-0.1	-2	15
COc1cc([C@H]2OC[C@H]3[C@@H]2CO[C@@H]3c2cc(OC)c(O[C@@H]3O[C@H](CO)[C@@H](O)[C@H](O)[C@H]3O)c(OC)c2)cc(OC)c1O[C@H]1O[C@@H](CO)[C@H](O)[C@@H](O)[C@@H]1O	2	-4	-2	96	5	0.3	1	-0.1	-11	2
O=C1CC(N2CC=C(c3ccccc3)CC2)C(=O)N1c1ccc(F)cc1 (centres undefined)	.	16	0	119	15	-1.6	1	-0.1	-2	-1
COc1ccccc1-n1c(O)c(C=NCc2ccc3c(c2)OCO3)c(=O)[nH]c1=O	-5	30	-1	92	17	-1.8	2	0.2	-5	3
COc1ccc(C2C=C(C)Oc3c2c(=O)oc2ccccc32)cc1OC (centres undefined)	-6	-6	-4	93	4	0.0	-2	0.2	-6	5
